Assay outcomes (PubChem)
NS3 helicase inh: inhibitors of Hepatitis C virus NS3 helicase; inhibition, % at 10.9 µM; 290,000 compounds, 0.56% hits; NS3 helicase DNA unwinding, Cy5 molecular beacon fluorescence;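 active = inhibition above the mean of all tested compounds plus 3 SD, set per campaign, cut at about 35% in these data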;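 also: 0% = DMSO wells and 100% = thioflavine S control wells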
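System: HCV NS3 helicase fragment; control set: DMSO and thioflavine S; technique: Cy5 fluorescence at 0 and 60 min, beacon hairpin quenching; reagent: beacon DNA duplex substrate plus ATP; replicates: singlicate; schedule: 1 h reaction at 25 °C, ATP-initiated; medium: MOPS buffer pH 6.5 with MgCl2, DTT, Tween20, BSA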
GalR3 antagonist: antagonists of human GalR3. O60755. inhibition, % at 3 µM. HEK293 GalR3-CNG cAMP membrane potential fluorescence; galR3 body fused to GalR1 C-terminus. 360,000 compounds, 0.44% hits. AID 651719;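 active = inhibition above the screen-wide average plus 3 SD, cut at about 13% in these data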;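 also: forskolin and galanin both at EC90 stimulate the cells; cAMP rise reported by CNG channel membrane potential dye signal; 0% = forskolin plus galanin with DMSO and 100% = forskolin alone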
OXTR ag: human OXTR agonism. 320,000 compounds, 0.32% hits. AID 2435. P30559. CHO-OTR cells, Fluo-8 calcium fluorescence; normalized: DMSO 0%, oxytocin 100%. activation, % at 3 µM;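 active = activation above the mean of all tested compounds plus 3 SD, cutoff set per screening run, cut at about 20% in these data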;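 also: peak over basal fluorescence ratio from a 100 s FLIPR kinetic read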
IMP-1 inhibitor: inhibitors of Pseudomonas aeruginosa IMP-1 metallo-beta-lactamase; AID 1556; inhibition, % at 5.6 µM; 290,000 compounds, 0.45% hits; purified IMP-1, nitrocefin hydrolysis, epi-absorbance fluorescence;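 active = inhibition above the mean plus 3 SD of all compounds in the same screening run, cut at about 4.5% in these data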;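 also: 0% = IMP-1 with DMSO and 100% = DMSO wells lacking enzyme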
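system = purified recombinant IMP-1 beta-lactamase | amount = 0.2 nM IMP-1, as dispensed | medium = HEPES buffer pH 7.1 with ZnSO4 and Brij 35 | times = 25 °C, 15 min preincubation, 25 min reaction | detection = plate fluorescence quenching by hydrolysis product, ex 480/em 530 nm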
PHOSPHO1 inh: inhibitors of human PHOSPHO1 phosphatase | 290,000 compounds, 1.1% hits | AID 1565 | recombinant PHOSPHO1, absorbance phosphatase assay | Q8TCT1 | inhibition, % at 13.3 µM; in the data active = inhibition above about 60%
Target sequence (Q8TCT1 whole entry, looked up): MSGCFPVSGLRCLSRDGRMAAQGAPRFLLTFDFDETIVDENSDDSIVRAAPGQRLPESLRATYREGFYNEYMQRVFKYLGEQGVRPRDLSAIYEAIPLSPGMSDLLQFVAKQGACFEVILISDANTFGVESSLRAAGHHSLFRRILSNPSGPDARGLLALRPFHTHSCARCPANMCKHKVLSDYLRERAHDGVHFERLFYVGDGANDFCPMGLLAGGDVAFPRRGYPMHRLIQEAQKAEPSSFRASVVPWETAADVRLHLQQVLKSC
DNA FID counter: counter-screen for HCV NS3 helicase inhibitors: DNA intercalator displacement. 290,000 compounds, 0.17% hits. AID 1845. inhibition, % at 7.9 µM. DNA fluorescent intercalator displacement, fluorescence; in the data active = inhibition above about 37%;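 also: 0% = vehicle and 100% = reference compound; higher means more ethidium bromide displaced from hairpin DNA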
V1R ag counter: activates human V1a receptor in oxytocin agonist counter-screen. 320,000 compounds, 0.25% hits. CHO-V1R cells, Fluo-8 calcium fluorescence, agonist mode; 0% DMSO, 100% 3 nM vasopressin. activation, % at 3 µM. AID 2797;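 active = activation above the mean activation of all tested compounds plus 3 SD, per screening run, cut at about 20% in these data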;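 also: signal is peak over basal fluorescence ratio across a 100 second FLIPR read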
Target sequence (P37288 whole entry, looked up): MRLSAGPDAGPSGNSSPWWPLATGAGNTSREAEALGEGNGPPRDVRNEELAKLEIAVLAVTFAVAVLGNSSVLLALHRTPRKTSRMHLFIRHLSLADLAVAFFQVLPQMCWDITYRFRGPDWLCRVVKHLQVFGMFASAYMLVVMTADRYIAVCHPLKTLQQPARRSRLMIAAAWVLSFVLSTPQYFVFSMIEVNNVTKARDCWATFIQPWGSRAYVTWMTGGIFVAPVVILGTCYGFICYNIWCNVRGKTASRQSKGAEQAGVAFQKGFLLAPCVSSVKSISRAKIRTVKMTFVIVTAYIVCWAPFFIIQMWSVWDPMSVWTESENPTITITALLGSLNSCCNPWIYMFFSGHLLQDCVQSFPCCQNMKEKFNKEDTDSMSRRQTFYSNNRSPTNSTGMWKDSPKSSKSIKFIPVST
GPR7 antagonist: blocks human GPR7 receptor signaling. AID 1861. GPR7-expressing cells, fluorescence antagonist assay. P48145. 290,000 compounds, 1.1% hits. inhibition, % at 4.4 µM; in the data active = inhibition above about 16%, passing the limit was not always enough;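 also: cells stimulated with the agonist NPW; 0% = agonist with vehicle and 100% = vehicle without agonist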
Target sequence (P48145 whole entry, looked up): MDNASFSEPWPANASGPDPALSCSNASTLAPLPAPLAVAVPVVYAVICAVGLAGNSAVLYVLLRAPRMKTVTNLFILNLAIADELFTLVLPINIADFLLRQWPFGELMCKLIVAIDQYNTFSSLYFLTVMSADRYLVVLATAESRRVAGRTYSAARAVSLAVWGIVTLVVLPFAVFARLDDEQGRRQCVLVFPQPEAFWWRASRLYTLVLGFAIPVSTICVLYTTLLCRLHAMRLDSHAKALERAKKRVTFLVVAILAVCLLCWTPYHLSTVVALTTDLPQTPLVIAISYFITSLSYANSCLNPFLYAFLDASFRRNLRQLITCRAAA
VIM-2 inh: inhibitors of Pseudomonas aeruginosa VIM-2 metallo-beta-lactamase | purified VIM-2, nitrocefin hydrolysis, epi-absorbance fluorescence | inhibition, % at 5.6 µM | 290,000 compounds, 0.89% hits;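 active = inhibition above the mean of all tested compounds plus 3 SD, cutoff set per screening run, cut at about 7.5% in these data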;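 also: red hydrolysis product quenches plate fluorescence so inhibitors raise well fluorescence; 0% = enzyme with DMSO and 100% = DMSO without enzyme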
* marks the source's active call; other numbers are inactive results; . = not tested or not shown.

SMILES | NS3 helicase inh | GalR3 antagonist | OXTR ag | IMP-1 inhibitor | PHOSPHO1 inh | DNA FID counter | V1R ag counter | GPR7 antagonist | VIM-2 inh
COc1ccccc1N=Nc1c(C)[nH][nH]c1=O | -8 | -10 | -2.3 | -2.3 | 15 | -6 | -0.4 | -6 | 2.0
O=C1CSc2ccc(S(=O)(=O)N3CCN(c4ccccc4)CC3)cc2N1 | 4 | -9 | 1.7 | -1.6 | 33 | -22 | 3.6 | 23 | -0.1
CCOC(=O)C(NC(C)=O)C(=O)O (stereo unspecified) | 4 | -3 | 0.9 | -3.4 | 29 | 4 | -0.2 | 0 | -1.0
O=C(Nc1ccc2nc(-c3ccccc3)[nH]c2c1)c1cccs1 | -6 | -6 | 3.9 | -4.2 | 2 | -8 | 5.3 | -7 | -3.8
CCOC(=O)N1CCN(C(=O)C(NC(=O)C2CCC(C)CC2)C(C)C)CC1 (stereo unspecified) | 0 | -6 | -0.5 | -2.6 | 6 | -30 | 0.9 | -7 | -1.1
CCOc1ccccc1Nc1nc2ccc(C)cc2n2cnnc12 | 5 | -12 | . | -2.3 | -30 | -5 | . | -8 | -4.0
O=C(NCc1n[nH]c(=S)n1-c1cccc(C(F)(F)F)c1)c1ccc(S(=O)(=O)N2CCCCC2)cc1 | -16 | 2 | 1.3 | -2.3 | -100 | -39 | -0.2 | -2 | -2.3
CSc1ccccc1NC(=O)CN(c1cc(C)cc(C)c1)S(C)(=O)=O | -8 | 2 | -1.3 | -3.7 | 6 | -26 | -1.1 | -7 | -2.9
CN(C(=O)c1nn(C)c2c1CS(=O)(=O)c1ccccc1-2)c1cccc(Cl)c1 | -3 | -7 | 1.3 | 0.0 | 36 | -17 | 0.8 | 2 | -3.5
C=CCOc1ccc(C2/C(=C(\O)c3ccc4c(c3)CC(C)O4)C(=O)C(=O)N2CCN2CCOCC2)cc1OCC (stereo unspecified) | 0 | -4 | 1.0 | -2.3 | 22 | -59 | 3.5 | 4 | -1.6
O=C(OCC(=O)N1CCc2ccccc21)c1ccccc1 | 2 | 1 | -2.0 | -0.3 | -18 | -5 | -1.1 | -8 | -3.4
O=C(NNC1=Nc2ccccc2SC1)c1ccccc1F | -2 | -4 | -1.4 | -3.9 | -3 | 1 | 0.6 | -11 | -4.0
CC(C)N1CCC(N2CCN(C3CCCC3)CC2CCO)CC1 (stereo unspecified) | -1 | -3 | 0.1 | -5.8 | 32 | 5 | 0.9 | -5 | 0.3
CCOC(=O)c1sc(C)c2c(=O)n(CCc3ccccc3)nnc12 | 3 | -4 | -0.4 | -1.4 | 2 | -3 | 0.7 | -7 | -1.6
Cc1ccc(-n2nc3c(c2NC(=O)c2ccco2)CS(=O)(=O)C3)cc1 | 5 | -4 | 0.0 | -3.1 | -10 | -7 | 0.0 | -15 | -1.7
CN(C)c1cccc(C(=O)n2cc(C(=O)c3cc(F)ccc3O)cn2)c1 | 0 | 5 | -0.1 | -2.8 | 32 | -2 | 0.9 | -9 | -2.0
O=S(=O)(c1ccc(Cl)cc1)N1CCN(Cc2c[nH]c3ccccc23)CC1 | -15 | -5 | 5.8 | -3.1 | 7 | 3 | 3.2 | 6 | -5.9
O=C(O)C(Cc1ccccc1)N1C(=O)/C(=C/c2cccnc2)SC1=S (stereo unspecified) | 23 | -4 | -0.1 | 1.6 | 36 | -25 | 0.8 | 13 | 4.2
N#CC(C(=O)c1ccccc1)=C1SCCS1 | 2 | -5 | -0.1 | -1.8 | 46 | 1 | -1.4 | -20 | -2.8
COc1cc(OC)cc(C(=O)NC(C)c2cnn(-c3ccccc3C)c2C)c1 (stereo unspecified) | 5 | -4 | 0.3 | -3.3 | 37 | -24 | 2.4 | 3 | -0.9
CCOC(=O)CNC(c1ccccc1)c1cc(Br)ccc1NC(=O)OCC (stereo unspecified) | -16 | -9 | -1.7 | -0.6 | 24 | -24 | -0.3 | 3 | -3.1
COc1cc(C(CCN2CCCCC2)c2c(OC)cc(OC)c3c(-c4ccccc4)cc(=O)oc23)cc(OC)c1OC (stereo unspecified) | . | -3 | 5.6 | . | 35 | . | 1.3 | . | .
Cc1ccc(-c2nc(CS(=O)CC(=O)NCc3ccc(F)cc3)c(C)o2)cc1 (stereo unspecified) | 4 | -3 | -1.2 | -3.8 | 7 | -50 | -0.4 | -4 | -2.4
CCOc1ccc2nc(C)cc(Nc3ccc(N4CCOCC4)cc3)c2c1 | -5 | . | -0.3 | -3.4 | -7 | 10 | -0.2 | 3 | 7.4
Cc1nnc(SCCc2ccccc2)[nH]c1=O | 1 | -5 | 7.1 | -2.1 | 13 | -1 | 3.5 | 1 | -1.9
N#Cc1sc(NCc2ccccn2)nc1Cl | 20 | -12 | 0.4 | -4.1 | 18 | -5 | 1.4 | -7 | -1.1
COc1ccc(N(C)C(=O)c2cc3c(s2)-c2c(C)cccc2OC3)c(OC)c1 | -8 | 7 | 0.3 | -2.8 | 47 | -26 | 1.6 | -9 | -3.0
Cc1ccc(NC(=O)c2ccc(N3C(=O)C4CC=C(Cl)CC4C3=O)cc2)cc1 (stereo unspecified) | 3 | -7 | 6.6 | -1.1 | 6 | -17 | 5.2 | 6 | 0.0
CC(C)CCN1C(=O)CCC1(C)C(=O)NC1CCCCCCC1 (stereo unspecified) | 4 | -2 | -0.3 | -3.4 | 5 | -29 | 0.3 | 4 | -4.7
O=C(CCc1ccccn1)N1CCCC(CNS(=O)(=O)c2cccs2)C1 (stereo unspecified) | 1 | -7 | 0.8 | -2.3 | 34 | -5 | 0.9 | -6 | -1.7

Of the compounds above, these have fluorine:
SMILES | NS3 helicase inh | GalR3 antagonist | OXTR ag | IMP-1 inhibitor | PHOSPHO1 inh | DNA FID counter | V1R ag counter | GPR7 antagonist | VIM-2 inh
O=C(NCc1n[nH]c(=S)n1-c1cccc(C(F)(F)F)c1)c1ccc(S(=O)(=O)N2CCCCC2)cc1 | -16 | 2 | 1.3 | -2.3 | -100 | -39 | -0.2 | -2 | -2.3
O=C(NNC1=Nc2ccccc2SC1)c1ccccc1F | -2 | -4 | -1.4 | -3.9 | -3 | 1 | 0.6 | -11 | -4.0
CN(C)c1cccc(C(=O)n2cc(C(=O)c3cc(F)ccc3O)cn2)c1 | 0 | 5 | -0.1 | -2.8 | 32 | -2 | 0.9 | -9 | -2.0
Cc1ccc(-c2nc(CS(=O)CC(=O)NCc3ccc(F)cc3)c(C)o2)cc1 (stereo unspecified) | 4 | -3 | -1.2 | -3.8 | 7 | -50 | -0.4 | -4 | -2.4

Other compounds:
SMILES | NS3 helicase inh | GalR3 antagonist | OXTR ag | IMP-1 inhibitor | PHOSPHO1 inh | DNA FID counter | V1R ag counter | GPR7 antagonist | VIM-2 inh
Cc1cc(OC(=O)c2ccccc2F)c([N+](=O)[O-])c(=O)[nH]1 | 6 | -8 | 1.0 | -1.9 | 44 | 0 | 1.4 | -11 | -2.5
O=C(COc1cccc(C(F)(F)F)c1)Nc1ccc(S(=O)(=O)N2CCCC2)cc1 | -14 | -6 | 1.9 | -1.7 | 5 | -10 | 3.3 | -10 | 0.7
O=C1CCN(C(=O)Nc2cccc(Cl)c2)N1 | 0 | -7 | 0.9 | -1.9 | 32 | 1 | 0.9 | 12 | -0.2
O=C(CS(=O)(=O)Cc1ccccc1)N1CCN(C(=O)c2ccco2)CC1 | 8 | -4 | 2.1 | -4.9 | -2 | 2 | 0.4 | 0 | -0.7
CN(CCc1ccccn1)C1CCCN(S(=O)(=O)c2ccc(F)c(Cl)c2)C1 (stereo unspecified) | -10 | 2 | -0.2 | -1.1 | 47 | 6 | -0.1 | 8 | -0.2
c1coc(-c2nc3c4c5c(sc4ncn3n2)CCCC5)c1 | 4 | -4 | -0.1 | 0.1 | -7 | 0 | -0.3 | -10 | -2.0
N#C/C=C\Oc1ccc(Cl)cc1N | 24 | -6 | 0.9 | -0.7 | 24 | -2 | 0.5 | 14 | 0.9
CC(/C=C/c1ccccc1F)=N\NC(=O)c1ccc(Cl)cc1 | -6 | -6 | -1.5 | -3.2 | 28 | -3 | -0.6 | -5 | -5.7
O=C(NC1CCS(=O)(=O)C1)c1cnccn1 (stereo unspecified) | -6 | 0 | 6.4 | -3.9 | 13 | 1 | 0.9 | -13 | -4.6
O=C(Oc1coc(CSc2ncccn2)cc1=O)c1cccc([N+](=O)[O-])c1 | 1 | -7 | 0.6 | -2.4 | 6 | 7 | 0.0 | -7 | -0.1
CCN(CC)C(=S)SCC(=O)Nc1ccc(F)cc1 | 4 | 2 | -0.1 | -0.3 | 19 | 1 | 3.3 | 12 | -0.4
CCOC(=O)c1cnc(SC2CC(=O)N(c3cccc(OC)c3)C2=O)nc1N (stereo unspecified) | 4 | 4 | 1.8 | -2.2 | 28 | -11 | 0.9 | -10 | -3.1
Cc1ccc(-c2nc3ccccn3c2NC(=O)c2ccco2)cc1 | -1 | -4 | 0.6 | -3.2 | -7 | -1 | -0.3 | -11 | -1.6
Cc1ccsc1/C=N/Nc1ncnc2nc[nH]c12 | -12 | -4 | -1.6 | -4.5 | 27 | -3 | 0.2 | -12 | -4.3
CCOc1ccc(NC(=O)COC(=O)C23CC4CC(CC(C4)C2)C3)c([N+](=O)[O-])c1 | -4 | 2 | -2.1 | -2.9 | -6 | 0 | -0.9 | -2 | -2.6
Cc1cccc2c(C(=O)N3CCN(c4ccccn4)CC3)cc(-c3cccc(Br)c3)nc12 | -9 | 0 | -0.5 | -0.8 | 48 | -37 | 1.1 | -24 | -1.9
O=C(CC1C(=O)NCCN1Cc1ccc(Cl)c(F)c1)NC1CCC1 (stereo unspecified) | -1 | -8 | 4.3 | -3.9 | 7 | -18 | -0.2 | 2 | 0.0
Cc1ccc(C2CC(c3cccc(Cl)c3)n3nc(N)nc3N2)cc1 (stereo unspecified) | -4 | 6 | 2.3 | -4.0 | 14 | -21 | 4.3 | 3 | 1.4
CC1CCN(C(c2ccccc2)c2nnnn2C(C)(C)C)CC1 (stereo unspecified) | -25 | -5 | -2.1 | -2.3 | -37 | -14 | -1.7 | 4 | -1.8
Cc1ccc(N/C(=N/S(=O)(=O)c2cccs2)c2ccccc2)c(C)c1 | -6 | -1 | -2.5 | -2.2 | -28 | -21 | -0.9 | -3 | -7.5

One compound at a time, from the list above.
Listed for Cc1ccc(-c2nc3ccccn3c2NC(=O)c2ccco2)cc1 → NS3 helicase inh: -1; GalR3 antagonist: -4; OXTR ag: 0.6; IMP-1 inhibitor: -3.2; PHOSPHO1 inh: -7; DNA FID counter: -1; V1R ag counter: -0.3; GPR7 antagonist: -11; VIM-2 inh: -1.6
Listed for N#C/C=C\Oc1ccc(Cl)cc1N → NS3 helicase inh: 24; GalR3 antagonist: -6; OXTR ag: 0.9; IMP-1 inhibitor: -0.7; PHOSPHO1 inh: 24; DNA FID counter: -2; V1R ag counter: 0.5; GPR7 antagonist: 14; VIM-2 inh: 0.9
